# PfHsp90 yeast 2 = growth inhibition of yeast expressing Plasmodium Hsp90; inhibition, % at 9.4 µM; S. cerevisiae expressing PfHsp90, BacTiter-Glo ATP, 48 h; yeast lacking PDR1 and PDR3 efflux regulators; 310,000 tested, 0.32% active;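 active means every replicate shows inhibition above about 80%, whatever the replicate mean, limit read from the data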;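 further: 0% = DMSO neutral controls and 100% = 20 µM radicicol positive controls; yeast relying on Plasmodium falciparum Hsp90 in place of its own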
# AddAB inh = less growth of phage-infected E. coli with AddAB | E. coli expressing H. pylori AddAB, absorbance growth | 330,000 tested, 0.29% active | inhibition, % at 11.9 µM; in the data active means inhibition above about 12%;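 further: 0% = vehicle wells of infected cells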
# SUMO Mot1 rescue = blocks SUMOylation pathway, rescuing yeast Mot1-301 growth | S. cerevisiae Mot1-301 growth rescue, ATP luminescence, 38.5C; percent above DMSO median, 100 means doubled | growth rescue, % at 18.8 µM | 320,000 tested, 1% active | AID 2716;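 active means every valid replicate shows activation above 250% relative to neutral control wells; inactive means the rest, any valid replicate at or below 250%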;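 further: OY570 slx delta 5 strain wells were the positive control but not used for scaling; some compounds called inactive have numbers as strong as hits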
# phage Ecoli inh = E. coli growth loss with phage present; growth absorbance; inhibition, % at 11.9 µM; 360,000 tested, 0.26% active; AID 651602; in the data active means inhibition above about 11%
# Tat transport = E. coli Tat transport inhibition; E. coli MC4100 TorA-mCherry Tat export, fluorescence; inhibition, % at 10 µM; 340,000 tested, 0.036% active; AID 488895;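 active means mean replicate inhibition at least 50% and at least half of replicates individually reaching 50%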;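 further: exported cargo escapes ClpAP degradation while cytoplasmic cargo is degraded and loses fluorescence; 0% = median of neutral control wells and 100% = median of NaSCN control wells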
# E coli growth = reduces bacterial viability in AddAB counter-screen; E. coli V3065 growth, OD600 absorbance, 18 h; inhibition, % at 11.9 µM; 330,000 tested, 0.27% active; AID 449728;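 active means inhibition above the campaign's mean inhibition across all tested compounds plus 3 SD, cut at about 9.9% in these data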;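 further: uninfected addAB+ strain grown without phage in ampicillin broth; 0% = DMSO wells and 100% = ciprofloxacin 0.95 µg/ml wells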
# PKA-R1A activ = activators of PKA-R1A complex. P00514+P68181. PKA-R1A dissociation, Cy5-IP20 fluorescence polarization; scaled: DMSO 0%, 113 µM cGMP 100%. activation, % at 11.4 µM. 340,000 tested, 0.083% active;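 active means percent activation above the mean of all tested compounds plus 3 SD, cut at about 19% in these data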;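 further: higher means more PKAc released from R1A so a rise in polarization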
# MOR-DOR ag = OPRM1-OPRD1 heterodimerization agonism | P35372+P41143 | cells, luminescence | 340,000 tested, 0.3% active | activation, % at 9.3 µM | AID 504326; in the data active means activation above about 18%;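 further: 0% = vehicle-treated cells and 100% = reference agonist; values of inactives mirror those of a sister screen read the other way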
# Target sequence (P35372 whole entry, looked up): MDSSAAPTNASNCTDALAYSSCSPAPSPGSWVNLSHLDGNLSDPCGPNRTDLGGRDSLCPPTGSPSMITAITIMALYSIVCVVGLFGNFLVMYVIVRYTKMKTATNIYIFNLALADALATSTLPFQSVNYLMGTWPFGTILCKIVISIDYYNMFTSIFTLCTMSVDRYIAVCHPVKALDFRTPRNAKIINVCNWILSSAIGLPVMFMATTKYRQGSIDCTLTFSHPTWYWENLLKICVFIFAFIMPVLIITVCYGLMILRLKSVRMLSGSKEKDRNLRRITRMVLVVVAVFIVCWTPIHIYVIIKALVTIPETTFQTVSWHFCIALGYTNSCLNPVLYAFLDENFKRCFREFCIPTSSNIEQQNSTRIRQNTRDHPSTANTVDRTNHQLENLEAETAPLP
# Target sequence (P41143 whole entry, looked up): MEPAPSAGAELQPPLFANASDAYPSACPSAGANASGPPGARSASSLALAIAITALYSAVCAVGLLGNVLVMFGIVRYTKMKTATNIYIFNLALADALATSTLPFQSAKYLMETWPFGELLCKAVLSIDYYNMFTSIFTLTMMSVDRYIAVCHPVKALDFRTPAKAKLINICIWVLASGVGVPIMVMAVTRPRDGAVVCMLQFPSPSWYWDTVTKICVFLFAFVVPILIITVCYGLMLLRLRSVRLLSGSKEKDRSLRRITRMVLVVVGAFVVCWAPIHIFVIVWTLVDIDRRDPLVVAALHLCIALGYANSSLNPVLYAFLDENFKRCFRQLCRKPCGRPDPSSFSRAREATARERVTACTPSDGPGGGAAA
# HTR5A inv ctr = inverse agonist of human HTR5A in OPRM1-OPRD1 counter-screen; HTR5A cell line, luminescence, inverse agonism; inhibition, % at 9.3 µM; 340,000 tested, 0.083% active; AID 504634; in the data active means inhibition mostly above about 23%, no sharp cut-off; inactive means mostly below about 18%;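 further: 0% = cells with DMSO and 100% = no-cell wells with DMSO; some compounds called inactive have numbers as strong as hits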
# PKA-R2B activ = activators of human PKA-R2B complex. P22694+P31323. PKA-R2B holoenzyme dissociation, Cy5-IP20 fluorescence polarization; R2B truncated from residue 108, S112A mutant; 0% DMSO only, 100% 113 µM cGMP. activation, % at 11.4 µM. 340,000 tested, 0.079% active. AID 504700;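 active means activation above a cutoff set at the mean over all compounds plus 3 SD, cut at about 18% in these data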;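 further: higher means more holoenzyme dissociation and a rise in polarization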
# OPRM1-OPRD1 inv = inverse agonists of human mu-delta opioid receptor heterodimerization; P35372+P41143; cell-based MOR-DOR heterodimer luminescence, inverse agonism; inhibition, % at 9.3 µM; 340,000 tested, 0.21% active; AID 504357; in the data active means inhibition above about 22%, passing the limit was not always enough;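 further: 0% = cells with DMSO and 100% = wells without cells with DMSO; values of inactives mirror those of a sister screen read the other way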
# The depositor's hits bear a star; nt = not tested or not shown. An unsorted share of the library. Share with any hit: about 2.2%.
SMILES,PfHsp90 yeast 2,AddAB inh,SUMO Mot1 rescue,phage Ecoli inh,Tat transport,E coli growth,PKA-R1A activ,MOR-DOR ag,HTR5A inv ctr,PKA-R2B activ,OPRM1-OPRD1 inv
Clc1ccc(CSc2ncnc3nc[nH]c23)cc1,5.8,-1.4,6.1,3.6,6.4,3.8,5.7,-3.6,-3.3,-4.9,16.9
Cc1ccc(S(=O)(=O)N2CCCCC2)cc1NC(=O)COC(=O)CNC(=O)c1cc(Cl)cc([N+](=O)[O-])c1,-7.7,2.3,-3.0,3.1,3.6,2.9,-0.8,3.3,-2.5,-6.9,-22.4
Cc1ccc(NC(=O)C2CCCN2c2nn3c(=O)cc(C)nc3s2)cc1 (centres undefined),-16.8,-0.5,8.0,1.6,-0.3,-0.8,6.3,2.7,12.3,-1.4,-15.8
C=CCN1C(=O)/C(=C/c2ccc(-c3ccc(F)cc3)o2)SC1=S,-20.6,-1.4,0.8,3.3,-2.2,-2.2,-6.8,0.5,1.3,5.1,-2.7
O=S(=O)(NC1CC1)c1ccc(S(=O)(=O)N2CCc3ccccc32)cc1,17.6,-0.1,-23.4,1.3,-1.2,0.5,0.1,-0.7,14.9,3.0,4.1
CCn1ncc([N+](=O)[O-])c1C(=O)N1CCc2ccccc2C1,-12.4,2.2,-4.8,2.6,-5.4,-3.6,-4.0,-2.3,-7.2,-1.7,14.5
COc1ccc(NC(=O)CN(C)S(=O)(=O)c2ccccc2)cc1OC,1.1,2.1,-9.6,2.8,-3.0,0.1,-1.5,-0.8,-18.4,-4.5,4.0
Cc1ccccc1Cn1cnc2c(nnn2Cc2ccc(F)cc2)c1=O,3.0,0.5,-4.7,2.6,-0.4,-2.2,-13.6,2.9,8.0,-11.0,-15.7
CCOn1c(=O)c(-c2cccc([N+](=O)[O-])c2)[n+]([O-])c2ccccc21,-28.8,5.4,3.4,2.8,-9.1,-1.8,-6.5,-0.7,-17.0,3.0,5.1
CC(C)(C)C(=O)C[n+]1cccc(C(N)=O)c1,-31.1,2.4,157.4,1.4,-6.9,-0.1,-1.2,-0.1,12.0,-1.9,0.9
COc1cccc(C(=O)c2c(-c3ccccc3)ncc3cc(OC)c(OC)cc23)c1,-4.1,-0.1,nt,-0.2,1.1,-0.7,-7.3,-0.4,-11.9,-2.7,2.6
O=C(N/C(=C\c1ccc([N+](=O)[O-])cc1)C(=O)N1CCCCC1)c1ccco1,-5.0,1.3,-10.7,3.0,0.3,-1.2,-3.0,-2.8,-21.7,-1.3,14.9
OCn1c2ccccc2c2ccccc21,-0.5,-2.7,7.8,-0.1,-5.2,-2.2,-13.8,0.5,11.3,3.2,-2.3
Cc1ccc(CC(=O)N(C)CC(=O)N(CC(C)C)c2c(N)n(CC(C)C)c(=O)[nH]c2=O)cc1C,1.3,1.9,17.7,-0.8,-6.2,0.3,0.7,-3.5,9.2,0.1,17.2
O=C(CSc1ccc(-c2ccccc2)nn1)Nc1ccc2c(c1)OCCO2,-26.5,-2.1,23.1,4.5,0.5,-1.6,3.8,-1.8,20.8,3.8,9.6
CCCNc1nc(C)c(C(C)=O)cc1C#N,2.8,2.2,2.6,1.8,-15.7,0.9,2.1,-1.4,13.6,-8.1,5.9
CC1(C)CC(=O)C2=C(C1)N=C1SCCC(=O)N1C2c1cccc([N+](=O)[O-])c1 (centres undefined),-15.2,4.0,4.1,3.6,-1.2,0.2,0.3,-2.9,13.2,-9.6,15.1
N#Cc1cc2c(nc1Cl)CCC2,2.6,0.9,-26.7,-0.4,1.4,4.6,8.4,-1.4,7.4,-3.4,7.0
Cc1ccc(OC(=O)CCc2c(C)nc3ncnn3c2C)cc1,-16.9,1.9,3.3,0.8,-0.6,-1.0,-4.9,-1.2,3.2,-2.3,6.1
Cc1ccc(NS(=O)(=O)c2ccc(CCC(=O)NCc3cccnc3)cc2)cc1,-12.9,2.8,7.6,1.9,-3.9,-0.2,2.9,-2.2,2.7,4.5,11.3
Cc1ccc(-c2onc3ccc(C4OCCO4)cc23)cc1,6.3,-0.5,-8.7,5.5,1.2,-2.9,2.4,3.6,-1.0,0.7,-18.7
CCc1ccc(CN(C(=O)c2ccco2)C2CCS(=O)(=O)C2)cc1 (centres undefined),-4.9,-0.7,112.6,1.9,-7.2,-1.5,2.1,-1.6,-6.4,4.6,9.0
COc1ccc(CN2CCN(C(C)C(=O)N3CCc4ccccc43)CC2)cc1OC (centres undefined),-11.0,3.6,-9.0,0.5,-5.9,-0.1,-6.4,0.8,-6.7,-10.3,-5.5
O=C(CCCSc1nc2ccccc2[nH]1)NC(c1ccccc1)c1ccccc1,4.5,0.8,-21.8,5.5,1.8,-0.6,-0.9,-1.8,4.1,-4.2,9.1
c1ccc2c(c1)nc1n2CCS1,nt,0.9,-24.3,1.2,11.4,0.4,-12.0,0.5,-3.1,-9.6,-2.8
O=C(O)C1=C(C(=O)Nc2ccc(F)c(Cl)c2)CCCC1,-9.9,-0.6,6.1,2.0,-7.4,-0.6,-15.5,-1.8,-0.1,-13.1,10.8
CC1CC(N(C(=O)c2ccccc2Cl)c2ccccc2)c2ccccc2N1 (centres undefined),-36.0,0.7,453.5*,0.1,-6.6,-0.7,7.5,-1.5,-33.4,-10.5,6.3
c1csc(-c2cnc3n2CCCC3)c1,12.2,0.3,-21.6,3.0,-5.2,-0.8,-7.4,-2.7,-9.9,-8.5,13.4
CCCc1cc(=O)[nH]c(SCC(=O)Nc2cc(S(=O)(=O)N3CCOCC3)ccc2Cl)n1,-6.7,1.0,15.5,4.4,-8.9,0.5,-0.5,-1.5,-6.9,2.1,7.8
CC(C)C1(C(C)C)OC(=O)c2ccccc21,nt,1.3,-7.5,4.7,-4.4,0.8,-0.7,-2.1,25.0,2.5,11.0
CC(C)c1ccc(CCNC(=O)CCNS(=O)(=O)c2ccc(Br)cc2)cc1,-95.3,-2.9,-6.1,4.7,6.5,-0.5,-8.8,5.4,-3.4,10.5,-21.6
CC[C@@H]1CCCCc2ccccc2[C@@H](C(=O)C[C@@H](O)CC(C)=O)OC1=O,3.9,3.5,-5.9,-1.2,0.8,-0.4,-13.9,-1.6,8.5,2.1,7.6
Cc1cccc(NS(=O)(=O)Cc2ccccc2)c1C,-7.3,0.6,-10.4,3.6,-4.7,1.4,-8.6,-3.6,-43.9,8.8,18.1
COCCNC(=O)CC(NS(=O)(=O)c1ccc(C)cc1)c1ccco1 (centres undefined),-21.5,0.7,-5.2,4.0,-8.6,1.3,7.3,-3.2,24.3,-7.0,14.6
CCC(C)(C)NC(=O)C(c1cccnc1)N(CCOC)C(=O)Cn1nnc2ccccc21 (centres undefined),-9.7,nt,nt,1.4,5.4,nt,-2.2,-3.6,-0.2,-11.7,17.5
CCN1C(=O)N[C@@H](CCc2ccccc2)C(C(=O)OC)=C1C,-21.4,-1.6,12.4,0.9,2.8,0.4,-8.6,0.7,-23.2,3.3,-3.9
C=C(C)Cn1c(=O)c2c(nc3n2CCCN3CCc2ccccc2)n(C)c1=O,-2.1,3.7,-12.9,0.0,-0.8,1.9,-9.5,-0.5,-21.5,-5.5,2.7
CC12CCC(=O)N1C(C(=O)Nc1nc3ccc(S(C)(=O)=O)cc3s1)CS2 (centres undefined),-6.1,0.2,10.2,1.1,-9.3,1.1,-2.5,-2.2,-2.7,6.4,8.9
COc1ccc(C2=CC(c3ccc(Cl)cc3)n3cnnc3N2)cc1OC (centres undefined),-11.1,0.2,-4.8,0.5,-5.9,-2.0,-7.0,2.3,-12.8,-0.3,-11.3
O=S(=O)(c1ccc2c(c1)OCCO2)N1CCC(n2cnc3cc(F)ccc32)CC1,-2.8,1.9,63.9,2.6,9.3,1.0,-4.5,-2.5,-12.6,-7.6,15.4

# Laid out differently: results already given.
# Below each SMILES – PfHsp90 yeast 2, AddAB inh, SUMO Mot1 rescue, phage Ecoli inh, Tat transport, E coli growth, PKA-R1A activ, MOR-DOR ag, HTR5A inv ctr, PKA-R2B activ, OPRM1-OPRD1 inv
O=C(O)C1=C(C(=O)Nc2ccc(F)c(Cl)c2)CCCC1
  -9.9, -0.6, 6.1, 2.0, -7.4, -0.6, -15.5, -1.8, -0.1, -13.1, 10.8
CC1CC(N(C(=O)c2ccccc2Cl)c2ccccc2)c2ccccc2N1 (centres undefined)
  -36.0, 0.7, 453.5*, 0.1, -6.6, -0.7, 7.5, -1.5, -33.4, -10.5, 6.3
c1csc(-c2cnc3n2CCCC3)c1
  12.2, 0.3, -21.6, 3.0, -5.2, -0.8, -7.4, -2.7, -9.9, -8.5, 13.4
CCCc1cc(=O)[nH]c(SCC(=O)Nc2cc(S(=O)(=O)N3CCOCC3)ccc2Cl)n1
  -6.7, 1.0, 15.5, 4.4, -8.9, 0.5, -0.5, -1.5, -6.9, 2.1, 7.8
CC(C)C1(C(C)C)OC(=O)c2ccccc21
  nt, 1.3, -7.5, 4.7, -4.4, 0.8, -0.7, -2.1, 25.0, 2.5, 11.0
CC(C)c1ccc(CCNC(=O)CCNS(=O)(=O)c2ccc(Br)cc2)cc1
  -95.3, -2.9, -6.1, 4.7, 6.5, -0.5, -8.8, 5.4, -3.4, 10.5, -21.6
CC[C@@H]1CCCCc2ccccc2[C@@H](C(=O)C[C@@H](O)CC(C)=O)OC1=O
  3.9, 3.5, -5.9, -1.2, 0.8, -0.4, -13.9, -1.6, 8.5, 2.1, 7.6

# Next structures:
SMILES,PfHsp90 yeast 2,AddAB inh,SUMO Mot1 rescue,phage Ecoli inh,Tat transport,E coli growth,PKA-R1A activ,MOR-DOR ag,HTR5A inv ctr,PKA-R2B activ,OPRM1-OPRD1 inv
O=C(NC1CC1)c1cc2cc3ccccc3nc2s1,2.7,3.9,17.7,0.2,-7.4,2.5,4.3,-2.9,-1.8,-2.4,15.0
O=C(CNC(=O)Cc1ccccc1)N=Nc1c(O)n(Cc2ccc3c(c2)OCO3)c2ccccc12,-0.8,nt,nt,-1.7,6.1,nt,-13.9,1.5,10.2,-15.2,-11.0
O=C1CCN(Cc2ccccc2)S(=O)(=O)c2ccccc21,nt,4.3,-4.0,3.5,-10.9,0.2,-3.5,-2.4,-9.8,1.2,13.3
O=S(=O)(NC1CCCc2ccccc21)c1cnc[nH]1 (centres undefined),-5.0,-0.1,-1.7,1.9,0.9,0.7,-0.7,-1.5,-6.1,0.9,8.3
Cc1cc(=O)oc2ccc(OC(=O)c3cccc(S(=O)(=O)N4CCOCC4)c3)cc12,4.9,1.5,nt,2.9,5.3,0.1,15.9,2.6,22.9,-3.1,-14.7
CC(=O)Nc1ccc(NC(=O)CSc2nnc(C)c(=O)[nH]2)cc1,nt,0.2,4.6,4.2,-0.9,-0.9,2.6,-1.8,-11.4,4.6,11.5
Cc1cc(C(=O)CN2C(=O)C(=O)N(Cc3ccccc3)C2=O)c(C)n1Cc1ccccc1,16.9,1.7,0.5,3.7,-7.0,-0.6,2.1,-0.4,4.1,1.8,1.8
COc1ccc(OC)c(NS(=O)(=O)c2ccc(NC(=O)C3COc4ccccc4O3)cc2)c1 (centres undefined),7.6,1.3,111.3,0.7,-4.6,0.7,-13.1,3.8,-5.8,-4.5,-20.8

# From PubChem BioAssay
